Glioma ERSR ind: qHTS for Inducers of the Endoplasmic Reticulum Stress Response (ERSR) in Human Glioma: qHTS; U87-MG GRP78 promoter luciferase reporter, 16 h; Potency, µM, for inactives: top-dose activation, usual class: activators; hit rate 0.02% among 420,000; AID 602332, 2012; note: potency is the fitted concentration of half-maximal effect; series mostly up to about 76 µM; % of control where 0% means no effect; nearly all actives have a fitted effect of over 35% in size
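Stably transfected U87-MG glioma cells carrying a GRP78-based luciferase sensor; 16 h compound incubation. Luminescence end-point read 10 min after Bright-Glo addition at room temperature.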
12-LOX inh: Primary qHTS assay for inhibitors of human arachidonate 12S-lipoxygenase (ALOX12): Round 2; Potency, µM (titrated, usually from 108 µM), without a hit: at the highest dose activity change, negative = inhibition, most hits filed as inhibitors; AID 1671190, 2021; purified 12hLO, xylenol orange hydroperoxide absorbance; hit rate 1.1% among 580,000; Polyunsaturated fatty acid lipoxygenase ALOX12 (Homo sapiens), P18054; note: potency is the fitted concentration of half-maximal effect; % is set by controls: 0 for no effect and ±100 for the full control effect
Target sequence (P18054 whole entry, looked up): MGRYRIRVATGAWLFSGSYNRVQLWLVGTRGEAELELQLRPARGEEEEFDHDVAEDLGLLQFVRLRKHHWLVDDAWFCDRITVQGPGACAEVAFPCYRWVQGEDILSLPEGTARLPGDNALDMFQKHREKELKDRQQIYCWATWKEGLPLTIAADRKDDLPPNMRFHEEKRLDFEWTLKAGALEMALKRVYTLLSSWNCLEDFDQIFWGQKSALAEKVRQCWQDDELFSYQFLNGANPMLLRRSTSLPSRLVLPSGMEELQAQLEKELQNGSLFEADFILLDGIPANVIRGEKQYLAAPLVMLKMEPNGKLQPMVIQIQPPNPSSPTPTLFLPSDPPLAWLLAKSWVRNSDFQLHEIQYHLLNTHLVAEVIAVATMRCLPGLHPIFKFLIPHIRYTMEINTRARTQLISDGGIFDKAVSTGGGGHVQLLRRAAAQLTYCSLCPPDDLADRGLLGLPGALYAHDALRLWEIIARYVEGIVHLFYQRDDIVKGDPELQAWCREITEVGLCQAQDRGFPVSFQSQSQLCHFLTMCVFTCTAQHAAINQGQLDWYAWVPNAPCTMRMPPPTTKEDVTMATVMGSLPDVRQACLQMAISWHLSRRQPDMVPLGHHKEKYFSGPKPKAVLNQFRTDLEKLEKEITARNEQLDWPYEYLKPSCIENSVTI
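Purified human 12hLO at 150 nM in 25 mM Hepes, 0.01% Triton X-100, pH 7.0, preincubated 15 min at room temperature with compound. Reaction started with 40 uM arachidonic acid, 30 min at room temperature. Hydroperoxide measured by Fe-xylenol orange, 573/405 nm absorbance ratio.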
Vif-APOBEC3F blk: qHTS for Inhibitors of Vif-A3F Interactions: qHTS | AID 602313, 2012 | Potency, µM (highest dose often 46.1 µM), for the others: at the highest dose activity, negative = active | hit rate 0.2% among 390,000 | HeLa A3F-eYFP + Vif (tagged APOBEC3F with the HIV-1 protein that degrades it), YFP fluorescence increase; note: potency is the fitted concentration of half-maximal effect; % of control where 0% means no effect; nearly all actives have a fitted effect of over 65% in size
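HeLa cells stably expressing Vif plus C-terminally eYFP-tagged A3F were seeded, incubated overnight at 37 deg C, dosed with compound, incubated overnight again at 37 deg C. Yellow fluorescence (Ex 488/Em 500-530) reported blocked Vif-mediated A3F-eYFP degradation.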
LDHA inh: qHTS assay for inhibitors of human lactate dehydrogenase | activity change, % (values are at about 110 or 230 µM) | purified LDHA, NADH/diaphorase-resazurin fluorescence; stronger effect = lower value | L-lactate dehydrogenase A chain (Homo sapiens), P00338 | hit rate 0.15% among 480,000; in the data active = activity change below about -30%; inconclusive = mostly about -25% to -30%;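 note: plate controls were DMSO wells for no effect and wells without enzyme for full effect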
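Human LDH5 at 2 nM final in Tris HCl pH 7.4 with 0.06 mM NADH and 0.2 mM pyruvate, reacted 5 minutes at room temperature. Remaining NADH coupled via diaphorase/resazurin; resorufin fluorescence read at 0 and 20 minutes, normalized to enzyme-free and DMSO wells.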
Vif-A3G inh: qHTS for Inhibitors of Vif-A3G Interactions: qHTS | DNA dC->dU-editing enzyme APOBEC-3G (Homo sapiens), Q9HC16 | Potency, µM (doses to about 46.1 µM), inactives show top-dose activity, negative = active, hits mostly inhibitors | hit rate 0.076% among 410,000 | HeLa A3G-eYFP + Vif (tagged APOBEC3G with the HIV-1 protein that degrades it), YFP fluorescence, overnight | AID 602310, 2012;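 note: potency is the fitted concentration of half-maximal effect; % is set by controls: 0 for no effect and ±100 for the full control effect; nearly all actives have a fitted effect of over 60% in size; hits raise eYFP signal because A3G escapes Vif-driven loss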
Target sequence (Q9HC16 whole entry, looked up): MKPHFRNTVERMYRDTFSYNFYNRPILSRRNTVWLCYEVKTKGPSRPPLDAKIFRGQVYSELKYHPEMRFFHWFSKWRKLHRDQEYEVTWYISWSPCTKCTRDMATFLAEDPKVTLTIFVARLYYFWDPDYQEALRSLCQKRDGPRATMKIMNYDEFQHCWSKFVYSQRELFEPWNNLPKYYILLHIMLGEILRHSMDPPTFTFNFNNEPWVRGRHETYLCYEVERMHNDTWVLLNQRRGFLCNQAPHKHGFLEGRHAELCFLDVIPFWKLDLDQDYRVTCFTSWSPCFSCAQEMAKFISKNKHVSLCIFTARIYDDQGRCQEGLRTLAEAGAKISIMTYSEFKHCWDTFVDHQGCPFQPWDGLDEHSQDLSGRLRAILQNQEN
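Read-out is eYFP fluorescence (Ex 488/Em 500-530) from Vif-expressing HeLa A3G-eYFP cells; more signal means A3G escaped Vif-mediated degradation. Cells plated overnight, compound pinned in, incubated overnight at 37 deg C.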
D2 agonist: HTS Assay for Allosteric Agonists of the Human D2 Dopamine Receptor: Primary Screen for Agonists; D(2) dopamine receptor (Homo sapiens), P14416; HEK293 T-REx D2 cells, calcium flux agonist mode; activation, % at 2 µM; hit rate 0.53% among 340,000; AID 485358, 2010;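 active = activation over 3 SD above normal in the single-dose calcium agonist read, cut at about 30% in these data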; note: 0% is about no effect
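Agonism is scored from calcium flux in a force-coupled, inducible HEK293 cell line expressing D2, read kinetically for 180 s after compound addition against dopamine controls.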
D2 antag: HTS Assay for Allosteric Antagonists of the Human D2 Dopamine Receptor: Primary Screen for Antagonists. D(2) dopamine receptor (Homo sapiens), P14416. hit rate 2% among 340,000. AID 485344, 2010. inhibition, % at 10 µM. HEK293 TREx D2 cells, calcium flux, dopamine EC80; in the data active = inhibition above about 30%; note: 0% is about no effect
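Antagonism is scored as inhibition of an EC80 dopamine-evoked calcium signal in a force-coupled, tetracycline-inducible HEK293 T-REx D2 line, with compound present 180 s before agonist.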
RGS4 inh: Inhibitors of Regulator of G Protein Signaling (RGS) 4: qHTS. AID 504845, 2011. hit rate 0.039% among 390,000. Transcreener GDP fluorescence polarization, RGS4-accelerated GTP hydrolysis. Regulator of G-protein signaling 4 (Homo sapiens), P49798. Potency, µM (series often up to 114 µM), for the others: at the highest dose activity change, negative = inhibition, usual class: inhibitors; note: potency is the fitted concentration of half-maximal effect; % is set by controls: 0 for no effect and ±100 for the full control effect; nearly all actives have a fitted effect of over 75% in size; some results filed as inactive show a strong effect at the top dose
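MLSMR compounds (23 nl, pin-transferred) preincubated 10 min at room temperature with a 500nM (2x) first reagent, then RGS4 at 900nM (2x) plus Transcreener GDP mix added; fluorescence polarization (620/688 nm) read before and after 90 min at 30 °C.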
ERG-DNA inh: qHTS for Small Molecule Inhibitors of the ERG Ets/DNA interaction. fluorescence polarization, His-ERG Ets domain / labelled DNA. Potency, µM (series often up to 76.9 µM), without a hit: top-dose FP activity, negative = inhibition, most hits filed as inhibitors. hit rate 0.028% among 370,000. AID 624246, 2012; active = well fitted inhibition curve with a large enough effect in the polarisation, with a control signal flat; inconclusive = small, poorly fitted or top-dose-only effect, or effect the other way, or a change in a side signal; inactive = no such curve, though single readings can be large or run the other way; the % refers to the polarisation;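 note: polarization taken with two DNA probes labelled with fluorescein and Texas red; potency is the fitted concentration of half-maximal effect; % of control where 0% means no effect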
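His-tagged ERG Ets domain (1 uM in the protein solution; 300mM KCl, 50mM Tris-HCl, 1mM EDTA, 1mM DTT, pH 7.5) received compound, then a probe mix of 5 nM fluorescein-DNA and 100nM Texas-615-DNA. Fluorescence polarization was read for both dyes.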
* marks the source's active call; other numbers are inactive results; ? = inconclusive; . = not tested or not shown; & = joins results of further samples; [ ] = remark or other dose. Unless noted, calls come from the whole dose curve; as a rule, active = well fitted curve in the direction sought with a large enough effect; inconclusive = small, poorly fitted or top-dose-only effect, or another doubt; inactive = no such curve, though single readings can be large; an effect the other way counts as inactive or inconclusive.

SMILES	Glioma ERSR ind	12-LOX inh	Vif-APOBEC3F blk	LDHA inh	Vif-A3G inh	D2 agonist	D2 antag	RGS4 inh	ERG-DNA inh
Cc1ccc2c(c1)C1CC(C)(O2)N(c2cccc(C(=O)NCc3ccccn3)c2)C(=O)N1 (stereo not drawn)	3%	-15%	-23%	-6	1%	-0.1	1	-3%	-2%
CSc1ccc(Cn2nnc(C(=O)Nc3ccc(C)c(C)c3)c2N)cc1	-1%	295%[activator]	-5%	-18	2%	0.5	-8	11%	1%
Cc1cccc(C(C(=O)NC2CCCCC2)N(Cc2cccnc2)C(=O)c2csnn2)c1 (stereo not drawn)	-3%	0%	-7%	-12	0%	0.2	-18	-1%	1%
O=C1CSC(=S)N1Cc1cccs1	-5%	-10%	-3%	4	-8%	.	.	?	102%[activator]
COc1ccc(OC)c(C(=O)CN2C(=O)NC(C)(c3ccccc3)C2=O)c1 (stereo not drawn)	-4%	16%	-1%	-5	-8%	0.7	-19	10%[11.4 µM]	2%
COc1ccc(C2NC(Cc3ccccc3)(C(=O)O)C3C(=O)N(c4ccccc4OC)C(=O)C23)cc1 (stereo not drawn)	-4%	-9%	0%	-4	2%	0.4	-12	6%	-1%
CSc1nc(N)n2nc(C)cc2n1	0%	0%	.	1	-7%	.	.	.	.
CCOC(=O)C1=C(O)CSC1=Nc1cccc2ccccc12	-2%	7%	-14%	-2	-2%	-1.8	-6	11%	10%
COc1ccc(-c2cc(=O)c3c(OC)c(OC)c(OC)c(OC)c3o2)cc1	0%&4%	1%	2%	1	-3%	.	.	-8%	9%
COC(=O)c1c(-c2ccccc2)[nH]c(-c2nccc3ccccc23)c1C(=O)OC	3%	2%	-8%	1	-6%	.	.	.	.
CC(C)NC(=O)CSc1nc(N)c(-c2ccccc2)c(=O)[nH]1	-8%	-1%	3%	-13	0%	2.7	-13	-38%	-7%
Cc1ccc(S(=O)(=O)ON=C2CCN(S(=O)(=O)c3ccccc3)CC2)cc1	-2%	?	-7%	-12	4%	-0.1	-16	31%	10%
C/C(=N/NC(=O)CNC(=O)c1ccc2c(c1)OCO2)c1ccc2c(c1)CCCC2	2%	0%	-7%	-4	-12%	-1.5	11	13%	-3%
CSCc1cc(N2CCOCC2)nc(SCc2ccc(Cl)c(Cl)c2)n1	-3%	?	1%	5	-3%	.	.	-6%	.
CCCn1ncc(CN2CCC(N3CCC(C(=O)N4CCOCC4)CC3)CC2)c1C	-2%	-3%	-3%	-5	3%	0.5	-12	25%	-2%
CCOc1ccc(N2CC(C)Cn3c2nc2c3c(=O)n(CC(=O)O)c(=O)n2C)cc1 (stereo not drawn)	-2%	-11%	-8%	1	1%	0.2	.	8%	3%
Cn1c(=O)c2c(nc(Sc3ncnn3CC(=O)NC(C)(C)C)n2C)n(C)c1=O	-5%	-8%	6%	-7	2%	-0.2	5	22%	-4%
CCOC(Cn1c(CCCO)nc2ccccc21)OCC	-1%	0%	-5%	-3	-6%	0.8	-7	46%	-2%
CCOC(=O)c1c(S(=O)(=O)N2CCN(C)CC2)c(C)n(C)c1C	4%	-3%	-6%	-1	1%	2.3	-6	-1%	-10%
COC(=O)Cc1c(O)ccn(Cc2ccc(OC)c(OC)c2)c1=O	-5%	-13%	-1%	0	-4%	0.9	-7	1%	-2%
CCOC(=O)C(=O)/C(C#N)=C/Nc1ccc(Cl)cc1	-1%	0%	-2%	-4	4%	-0.1	1	19%	-4%
C=CCN=c1scc(-c2ccco2)n1/N=C/c1ccc(O)c(O)c1O	2%	18µM*	?	34	-8%	74*	88*	?	-8%
COCCCNC(=O)Cn1nnc(-c2ccc(NC(=O)c3ccccc3F)cc2)n1	3%	0%	-3%	-5	0%	-0.4	12	16%	1%
NC(=O)C1(NC(=O)[C@@H]2CC3(CC(c4cccc(NC(=O)c5cc([N+](=O)[O-])cc([N+](=O)[O-])c5)c4)=NO3)CN2C(=O)c2ccccc2)CC1 (stereo partly drawn)	2%	?	-2%	0	-2%	0.9	10	-41%	-17%
COc1ccc(N(CC(=O)Nc2cccc(SC)c2)S(C)(=O)=O)cc1	8%	?	-1%	-1	-7%	0.2	3	-6%	-4%

Entries from the list above that contain a halogen (3):
SMILES	Glioma ERSR ind	12-LOX inh	Vif-APOBEC3F blk	LDHA inh	Vif-A3G inh	D2 agonist	D2 antag	RGS4 inh	ERG-DNA inh
CSCc1cc(N2CCOCC2)nc(SCc2ccc(Cl)c(Cl)c2)n1	-3%	?	1%	5	-3%	.	.	-6%	.
CCOC(=O)C(=O)/C(C#N)=C/Nc1ccc(Cl)cc1	-1%	0%	-2%	-4	4%	-0.1	1	19%	-4%
COCCCNC(=O)Cn1nnc(-c2ccc(NC(=O)c3ccccc3F)cc2)n1	3%	0%	-3%	-5	0%	-0.4	12	16%	1%

Remaining list, next part.
SMILES	Glioma ERSR ind	12-LOX inh	Vif-APOBEC3F blk	LDHA inh	Vif-A3G inh	D2 agonist	D2 antag	RGS4 inh	ERG-DNA inh
Cn1c(=O)n(C)c2cc(/C=N/NC(=O)c3cccc(Br)c3)ccc21	-1%	0%	7%	-4	-1%	-0.5	-18	8%	-3%
Cc1onc(-c2ccccc2)c1C(=O)N1CCC(C)(C(=O)O)C1 (stereo not drawn)	-2%	-25%	.	-7	0%	.	.	.	.
C[C@@H]1CN([C@H](C)CO)C(=O)CCCn2nncc2CO[C@H]1CN(C)C(=O)Nc1ccc(N2CCN(C)CC2)cc1	-5%	3%	-15%	-6	3%	.	.	.	.
Cc1nc(-c2ccc(NC(=O)C(C)(C)C)cc2)c(-c2ccccc2)o1	-5%	8%	10%	-8	0%	-2.5	1	-9%	11%
Cc1nc(NCCCn2ccnc2)c2oc3ccccc3c2n1	5%	20%	-16%	-2	1%	0.3	-21	-30%	-16%
CCOc1ccc(CN(C)C(=O)c2ccc(NS(=O)(=O)c3ccc4[nH]c(=O)[nH]c4c3)cc2)cc1	-6%	4%	4%	-5	-5%	-0.1	7	-15%	-1%
O=C1CC(C(=O)N(c2ccccc2)C(C(=O)NC2CCCC2)c2ccncc2)CS1 (stereo not drawn)	3%	5%	-5%	-5	0%	-2.3	1	5%	10%
O=C(NCc1nc2ccccc2[nH]1)c1ccc(S(=O)(=O)N2CCOCC2)cc1	-3%	4%	-5%	-4	-4%	0.5	-4	-8%	-1%
CC(=O)NC(CC(=O)NC(C)c1ccc(Cl)cc1Cl)c1ccccc1 (stereo not drawn)	-7%	8%	11%	-6	-4%	-5.1	34*	-6%	-1%
C=CCc1cccc2cc(C(=O)N3CCN(C(=O)OCC)CC3)c(=O)oc12	-3%	-20%	-4%	2	-6%	-0.1	-17	-11%	1%
C#CCOCCOCCOCCNc1nc(N2CCN(C(=O)CCCCCCCCCCNC(=O)Cn3cc(C[C@@H](C)O)nn3)CC2)nc(N2CCN(C(=O)CCCCCCCCCCNC(=O)[C@H](CCCN=C(N)N)n3cc(C[C@@H](C)CC)nn3)CC2)n1	-9%	.	2%	2	-29%	-0.5	-3	?	30%[activator]
Cc1ccc([C@H]2C[C@H](O)[C@@H](n3cc(COC(=O)c4ccccc4)nn3)CN2C(=O)c2cccs2)cc1	-4%	-36%	-22%	-5	-5%	.	.	.	.
COc1cc(/C=N/NC(=O)c2cc(C)oc2C)cc(OC)c1OC	-2%	-9%	9%	2	10%	0.3	-3	-33%	-5%
CCOc1ncccc1C(=O)OCC(=O)c1ccccc1Br	3%	-4%	-11%	-3	4%	10	10	-1%[11.4 µM]	18%
CCOC(=O)C1=C(CN2CCCCC2)NC(=O)NC1c1ccc(C)cc1 (stereo not drawn)	-2%	?	2%	-1	-12%	-0.4	.	4%	1%
CCN(CC)CCNC(=O)CCn1nc(-c2ccc(Cl)cc2)ccc1=O	-3%	34%	8%	-2	1%	0.6	12	-8%	12%

Part of the list above in a different format:
Values run as follows: Glioma ERSR ind | 12-LOX inh | Vif-APOBEC3F blk | LDHA inh | Vif-A3G inh | D2 agonist | D2 antag | RGS4 inh | ERG-DNA inh
- C=CCc1cccc2cc(C(=O)N3CCN(C(=O)OCC)CC3)c(=O)oc12
 : -3% | -20% | -4% | 2 | -6% | -0.1 | -17 | -11% | 1%
- C#CCOCCOCCOCCNc1nc(N2CCN(C(=O)CCCCCCCCCCNC(=O)Cn3cc(C[C@@H](C)O)nn3)CC2)nc(N2CCN(C(=O)CCCCCCCCCCNC(=O)[C@H](CCCN=C(N)N)n3cc(C[C@@H](C)CC)nn3)CC2)n1
 : -9% | . | 2% | 2 | -29% | -0.5 | -3 | ? | 30%[activator]

This is a subset, so the mix of outcomes need not match the whole.
